PhoP inhibition – PhoP-dependent GFP reporter repression – Salmonella Typhimurium, primary screen (AID 1863) | S. Typhimurium PhoP-regulated promoter GFP reporter, 4 h; higher % means a stronger effect | inhibition, % at 50 µM; hits with a dose series show IC50 in µM | actives 0.16% (n = 300,000);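 active means inhibition over 29.93%, a cutoff 3 SD above the screen mean, later confirmed by dose response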;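 further: 0% = low Mg2+ inducing control and 100% = high Mg2+ repressing control; strong numbers were not always called active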
WT yeast gro inh – growth inhibition of WT yeast, mitochondrial fusion screen. mitochondrial fusion phenotypic screen, WT strain. inhibition, % at 10 µM. actives 2.1% (n = 190,000). AID 1362; in the data active means inhibition above about 58%; tested in S. cerevisiae
SIAH1 antagonists – Siah-1 peptide-binding antagonists, primary screen, biochemical, fluorescence polarization, rhodamine-plectin, uHTS (AID 1817); Siah-1 / rhodamine-plectin peptide fluorescence polarization; higher % means a stronger effect; one-dose displacement, % at 20 µM; IC50 in µM for titrated hits; actives 0.02% (n = 290,000);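 active means displacement of at least 50% at 20 µM, with a fluorescence ratio check between 0.3 and a set limit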;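 further: plate controls were Siah plus tracer with DMSO for no effect and tracer alone without Siah for full effect; strong numbers were not always called active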
RSV antiviral HEp-2 – RSV antiviral activity via CPE protection, HEp-2 cells, primary 10 µM value included (AID 2391). CPE inhibition, % at 10 µM, or IC50 in µM where a hit was titrated. actives 0.13% (n = 310,000). HEp-2 cells, RSV-induced CPE inhibition; higher % means a stronger effect; in the data active means a potency from the dose series; further: strong numbers were not always called active
WT yeast gro inh mutant strain – second read-out of WT yeast gro inh, no call of its own (marks repeat the call); inhibition, %; mitochondrial fusion phenotypic screen, mutant strain inhibition
* marks the source's active call; other numbers are inactive results; · = not tested or not shown.

A first look (2 entries):
SMILES | PhoP inhibition | WT yeast gro inh | SIAH1 antagonists | RSV antiviral HEp-2 | others
CCCc1nc(SCC(=O)NCc2ccc3c(c2)OCO3)c2c(=O)n(C)c(=O)n(C)c2n1 | · | 20 | · | · | WT yeast gro inh mutant strain=4
O=c1oc2c3c4c(cc2cc1-c1nc2ccccc2[nH]1)CCCN4CCC3 | · | 14 | · | · | WT yeast gro inh mutant strain=-2

All compounds of this part (from the top)
SMILES | PhoP inhibition | WT yeast gro inh | SIAH1 antagonists | RSV antiviral HEp-2 | others
CCCc1nc(SCC(=O)NCc2ccc3c(c2)OCO3)c2c(=O)n(C)c(=O)n(C)c2n1 | · | 20 | · | · | WT yeast gro inh mutant strain=4
O=c1oc2c3c4c(cc2cc1-c1nc2ccccc2[nH]1)CCCN4CCC3 | · | 14 | · | · | WT yeast gro inh mutant strain=-2
CC1CC(C)CN(c2nc3c(c(=O)[nH]c(=O)n3C)n2CCSc2nc3ccccc3o2)C1 (stereo not given) | · | 20 | · | · | WT yeast gro inh mutant strain=13
CNC(=O)c1c(NC(=O)c2ccc(S(=O)(=O)N3CCOCC3)cc2)sc2c1CCC2 | · | 16 | · | · | WT yeast gro inh mutant strain=5
Cc1ccc(-c2cc(C(F)(F)F)n3nc(C(=O)N4CCCC4)cc3n2)cc1 | · | 0 | · | · | WT yeast gro inh mutant strain=1
CCN(CC(=O)Nc1ccc(NC(C)=O)cc1)C(=O)Cc1ccc(Cl)c(Cl)c1 | · | · | -1% | ·
Cc1cc(C)c(S(=O)(=O)N(C)CC(=O)NCC2CCCO2)c(C)c1 (stereo not given) | · | · | 0% | ·
CCCN1CCn2c3c(c4cc(Br)ccc42)CCCC31 (stereo not given) | · | · | -4% | ·
Cc1ccccc1CC1S/C(=N/N=C/c2ccco2)NC1=O (stereo not given) | · | · | -5% | ·
CC[C@H]1CC2CN3CCc4c([nH]c5c([C@H]6C[C@H]7[C@H](CC)CN(C)[C@@H](Cc8c6[nH]c6ccccc86)[C@H]7C(=O)OC)c(OC)ccc45)C(C(=O)OC)(C2)C13 | 3% | · | · | ·
COC(=O)C1=C(C(=O)OC)[C@@H]2N(C)c3ccc(OC)cc3[C@@]23C[C@@H](C(=O)OC)N(C(=O)c2cc(C)oc2C)C3=N1 | · | · | · | 1.8%
O=C(Nc1ccccc1Cl)O/N=C/c1ccncc1 | · | · | · | 1.9%
CCCCC1=CC2=CC(=O)C(C)(O)C(=O)C2=CO1 (stereo not given) | · | · | · | 2.9%
CC(/C=N\NC(=O)c1cccnc1)c1ccccc1 (stereo not given) | · | · | · | 1.8%
CC(=O)OCCN1C(=O)c2cccc3cc([N+](=O)[O-])cc(c23)C1=O | · | · | · | -0.8%
COC(=O)[C@@]12OC[C@]34[C@H]([C@@H](O)[C@@H]1O)[C@@]1(C)C(=O)C(O[C@@H]5OC(CO)[C@@H](O)[C@@H](O)[C@@H]5O)=C[C@@H](C)[C@@H]1C[C@H]3OC(=O)[C@H](OC(=O)/C=C(\C)C(C)(C)OC(C)=O)[C@@H]24 (stereo not given in full) | · | · | · | 6.4%
COC(=O)c1c(NC(=O)Cc2cccs2)sc(C(=O)NC2CCCCC2)c1C | · | · | · | 2.1%
COc1ccc(C(=O)c2c(-c3ccsc3)oc3ccc(-c4ccc(OC)cc4)cc23)cc1 | · | · | · | -0.5%
CCOC(=O)C1=C(C)N(CCCC(=O)O)C(=O)NC1c1ccccc1OC(=O)c1cccs1 (stereo not given) | · | · | · | 0.5%
O=C1NC(Cc2ccccc2)c2nc3ccc(Cl)cc3c(=O)n2-c2cc(Cl)ccc21 (stereo not given) | · | · | · | 0.0%
Nc1ccc(O)c2ccccc12 | · | · | · | -0.2%
Cc1ccc2nc3n(c(=O)c2c1)-c1cc(Cl)ccc1C(=O)NC3Cc1ccccc1 (stereo not given) | · | · | · | -0.1%
COc1cc2nc(-c3cccs3)oc(=O)c2cc1OC | · | · | · | 0.1%
COC(=O)CCCC1=CC2=CC(=O)C(C)(O)C(=O)C2=CO1 (stereo not given) | · | · | · | 1.9%
COc1ccc(-c2nnc(SCC(=O)c3ccc4c(c3)OCCO4)o2)cc1 | · | · | · | 1.0%
COc1cc(CN2CCN(c3cc(C)ccc3C)CC2)cc([N+](=O)[O-])c1O | · | · | · | 0.2%
COc1cc2cc(-c3ccc(OC)c(OC)c3C)nc(N)c2cc1OC | · | · | · | 1.2%
CN1CCc2c(C#N)c(N3CCCCC3)nc(N3CCOCC3)c2C1 | · | · | · | -0.5%
CCCC[C@@H]1C[C@H]1[C@@H](NC(=O)c1ccco1)c1ccccc1C(F)(F)F | · | · | · | 2.4%
CCC/C(=N/Nc1ccc(Cl)cc1)c1cnnc(-c2ccccc2)n1 | · | · | · | 0.8%

Three entries drawn at random from those above, as already listed:
SMILES | PhoP inhibition | WT yeast gro inh | SIAH1 antagonists | RSV antiviral HEp-2 | others
COc1ccc(-c2nnc(SCC(=O)c3ccc4c(c3)OCCO4)o2)cc1 | · | · | · | 1.0%
COC(=O)CCCC1=CC2=CC(=O)C(C)(O)C(=O)C2=CO1 (stereo not given) | · | · | · | 1.9%
Cc1ccc2nc3n(c(=O)c2c1)-c1cc(Cl)ccc1C(=O)NC3Cc1ccccc1 (stereo not given) | · | · | · | -0.1%

The listing continues.
SMILES | PhoP inhibition | WT yeast gro inh | SIAH1 antagonists | RSV antiviral HEp-2 | others
N#Cc1nc(Nc2cccc(Cl)c2)c2ncn(C3CCCC3)c2n1 | · | · | · | 3.0%
C#CCOCCOCCOCCNc1nc(N2CCN(C(=O)C([C@@H](C)CC)n3cc(C(N)COC(=O)C(F)(F)F)nn3)CC2)nc(N2CCN(C(=O)[C@H](CCC(=O)O)n3cc(C(N)CC(C)C)nn3)CC2)n1 (stereo not given in full) | · | · | · | 0.7%
NC(CCCCc1ccccc1)c1cccc2ccccc12 (stereo not given) | · | · | · | 6.8%
C#CCOCCOCCOCCNc1nc(N2CCN(C(=O)C([C@@H](C)CC)n3cc(C(N)COC(=O)C(F)(F)F)nn3)CC2)nc(N2CCN(C(=O)[C@H](Cc3cc4ccccc4[nH]3)n3cc(C(N)CO)nn3)CC2)n1 (stereo not given in full) | · | · | · | -0.4%
Cc1ccc2c(C)nc(Nc3ncc4c(n3)CCCC4=O)nc2c1 | · | · | · | 2.2%
CN1CCc2c(sc3c2c(=O)n(-c2cccc(Cl)c2)c2nncn32)C1 | · | · | · | 0.8%
O=C1NC(Cc2ccccc2)c2nc3cc(F)ccc3c(=O)n2-c2ccc(Cl)cc21 (stereo not given) | · | · | · | 2.7%
CCCCNc1n[n+](C)c(-c2cccc(C)c2)s1 | -6% | · | 16% | ·
C#CCOCCOCCOCCNc1nc(N2CCN(C(=O)[C@H]([C@@H](C)CC)n3cc([C@@H](N)CO)nn3)CC2)nc(N2CCN(C(=O)[C@H]([C@@H](C)CC)n3cc([C@@H](N)CO)nn3)CC2)n1 | -13% | · | 2% | ·
C#CCOCCOCCOCCNc1nc(N2CCN(C(=O)C([C@@H](C)CC)n3cc(C(N)CO)nn3)CC2)nc(N2CCN(C(=O)[C@H](CCC(=O)O)n3cc(C(N)Cc4ccc(O)cc4)nn3)CC2)n1 (stereo not given in full) | -8% | · | 5% | ·
Cc1cccn2c(=O)c3cc(S(=O)(=O)c4ccccc4)c(=N)n(CC4CCCO4)c3nc12 (stereo not given) | -2% | · | 8% | ·
CCOC(=O)c1c(NC(=O)c2cc(C)on2)c2cc([N+](=O)[O-])ccc2n1C | -10% | · | 0% | ·
O=C(/C(=C/c1ccncc1)n1ccnc1)c1ccc(Cl)cc1Cl | 1% | · | 20% | ·
COc1cc2c(c(O)c1OC)-c1c(cc(OC)c(OC)c1O)[C@@H](OC(=O)c1ccccc1)[C@@](C)(O)[C@@H](C)[C@@H]2OC(C)=O | -4% | · | 1% | ·
c1ccc(-c2ccc(-c3nccc4ccccc34)[nH]2)cc1 | -6% | · | 2% | ·
N#Cc1ccc(C23CC4(C2)[C@H](CN(CC2CCCCC2)[C@@H]4c2ccccc2)C3c2ccc(C(F)(F)F)cc2)cc1 (stereo not given in full) | -7% | · | 6% | ·
CCCCc1cc2c(cn1)=C(OC(=O)c1cnc3ccccc3n1)C(C)(OC(=O)CC)C(=O)C=2 (stereo not given) | -3% | · | 8% | ·
C[n+]1nc(Nc2cccc(F)c2)sc1-c1ccc(C(=O)O)cc1 | -6% | · | -3% | ·
CC(C)Cn1c([N+](=O)[O-])nc2c1c(=O)[nH]c(=O)n2C | · | · | 2% | 15%
CC1=C(C(=O)OC(C)(C)C)C(c2ccc(Br)cc2)NC(=O)N1CCCC(=O)O (stereo not given) | · | · | 7% | 0.5%

7 compounds already listed, ordered by heavy-atom count, highest first.
SMILES | PhoP inhibition | WT yeast gro inh | SIAH1 antagonists | RSV antiviral HEp-2 | others
COc1cc2c(c(O)c1OC)-c1c(cc(OC)c(OC)c1O)[C@@H](OC(=O)c1ccccc1)[C@@](C)(O)[C@@H](C)[C@@H]2OC(C)=O | -4% | · | 1% | ·
N#Cc1ccc(C23CC4(C2)[C@H](CN(CC2CCCCC2)[C@@H]4c2ccccc2)C3c2ccc(C(F)(F)F)cc2)cc1 (stereo not given in full) | -7% | · | 6% | ·
Cc1cccn2c(=O)c3cc(S(=O)(=O)c4ccccc4)c(=N)n(CC4CCCO4)c3nc12 (stereo not given) | -2% | · | 8% | ·
CC1=C(C(=O)OC(C)(C)C)C(c2ccc(Br)cc2)NC(=O)N1CCCC(=O)O (stereo not given) | · | · | 7% | 0.5%
C[n+]1nc(Nc2cccc(F)c2)sc1-c1ccc(C(=O)O)cc1 | -6% | · | -3% | ·
c1ccc(-c2ccc(-c3nccc4ccccc34)[nH]2)cc1 | -6% | · | 2% | ·
CC(C)Cn1c([N+](=O)[O-])nc2c1c(=O)[nH]c(=O)n2C | · | · | 2% | 15%

Additional records
SMILES | PhoP inhibition | WT yeast gro inh | SIAH1 antagonists | RSV antiviral HEp-2 | others
COC(=O)c1nc(NNC(=O)c2ccccc2)sc1-c1ccccc1 | · | · | 3% | -0.1%
CCn1cc(C(=O)NCCc2ccc(C)cc2)c(=O)c2cc(S(=O)(=O)N(C)C)ccc21 | · | · | -4% | -0.1%
COC/C=C/C1=CC2=CC(=O)C(C)(OC(=O)c3cnc4ccccc4n3)C(=O)C2=CN1C1CCCCC1 (stereo not given) | · | · | 12% | 0.2%
Cc1cccc(N2CCN(C(=O)c3cc(S(=O)(=O)N4CCCC4)cn3C)CC2)c1C | · | · | -6% | 2.9%
O=C(CSc1nnc(-c2ccncc2)n1CCc1ccccc1)N1CCCC1 | · | · | 2% | -0.7%
Cc1cccc2cc3c(NC(=O)C(C)(C)C)nn(CC(C)C)c3nc12 | · | · | 6% | -0.3%
O=C(NCC(c1ccco1)N1CCc2ccccc21)c1cccc(F)c1 (stereo not given) | 2% | · | · | 2.9%
CCN(CC(=O)NCc1cccs1)C(=O)c1cccc(S(=O)(=O)NC)c1 | 10% | · | · | 0.2%
CCN(CC(=O)NCc1cccs1)C(=O)/C=C/c1cccc(OC)c1OC | -5% | · | · | 1.6%
CC1(OC(=O)c2cnc3ccccc3n2)C(=O)C=C2C=C(c3ccc(C#N)cc3)OC=C2C1=O (stereo not given) | -1% | · | · | -0.4%
CC1CCN(C(=O)COC(=O)Cn2cnc3c2c(=O)n(C)c(=O)n3C)CC1 | 3% | · | · | -0.6%
C#CCOCCOCCOCCNc1nc(N2CCN(C(=O)CCCCCCCCCCNC(=O)[C@@H](CCSC)n3cc(CCO)nn3)CC2)nc(N2CCN(C(=O)CCCCCCCCCCNC(=O)[C@H]([C@@H](C)CC)n3cc(CCCCCN)nn3)CC2)n1 | 6% | · | · | 5.7%
CCCCCCCCCCCCCCCC[N+](C)(C)CCN(Cc1ccc(OC)cc1)c1ncccn1 | 30µM* | · | · | -3.7%
COc1ccc(NS(=O)(=O)c2cccc(C(=O)NCc3cccnc3)c2)cc1 | -7% | · | · | 5.2%
O=C(c1ccc(Cl)c(S(=O)(=O)N2CCOCC2)c1)N(Cc1nnc(-c2ccccc2Cl)o1)C1CC1 | -1% | · | · | 15%
C#CCOCCOCCOCCNc1nc(N2CCN(C(=O)CCCCCCCCCCNC(=O)[C@H]([C@@H](C)CC)n3cc(CCCCN=C(N)N)nn3)CC2)nc(N2CCN(C(=O)CCCCCCCCCCNC(=O)[C@H](CCCCN)n3cc(C[C@@H](C)CC)nn3)CC2)n1 | 22% | · | · | -4.5%
COc1cccc(NC(=O)CN(C)C(=O)c2cc3c(s2)CCC3)c1 | -8% | · | · | 0.3%
CCN(CC(=O)Nc1cc(Cl)ccc1C)C(=O)c1oc2ccc(OC)cc2c1C | -3% | · | · | -0.7%

Only part of the results is shown; rates above refer to the full screens.
